Source: PubChem (National Center for Advancing Translational Sciences (NCATS))
Vif-APOBEC3F blk = inhibitors of Vif-A3F interaction | Potency, µM (series often up to 46.1 µM), without a hit: top-dose activity, negative = active | HeLa A3F-eYFP + Vif (tagged APOBEC3F with the HIV-1 protein that degrades it), YFP fluorescence increase | actives 0.2% (n = 390,000) | AID 602313; note: potency is the fitted concentration of half-maximal effect; % of control where 0% means no effect; nearly all actives have a fitted effect of over 65% in size
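HeLa cells stably expressing A3F-eYFP plus Vif, plated and incubated overnight at 37 deg C, then exposed to compounds overnight at 37 deg C. Blocked degradation read as raised yellow fluorescence (Ex 488/Em 500-530).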
RXFP1 antagonist = antagonists of human relaxin receptor RXFP1 | HEK293-RXFP1, relaxin-stimulated cAMP HTRF, 30 min; active compounds read low | Q9HBX9 | activity change, negative = inhibition, % at 57.5 µM | actives 0.59% (n = 350,000);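 active = activity change of -60% or lower, but not beyond a set lower limit; inconclusive = change between -60% and -40%, or beyond the set limit; inactive = change above -40%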; note: % is set by controls: 0 for no effect and ±100 for the full control effect
Vif-A3G inh = inhibitors of Vif-APOBEC3G interaction. HeLa A3G-eYFP + Vif (tagged APOBEC3G with the HIV-1 protein that degrades it), YFP fluorescence, overnight. Potency, µM (titrated, usually from 46.1 µM), for the others: top-dose activity, negative = active, hits mostly inhibitors. actives 0.076% (n = 410,000);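 note: potency is the fitted concentration of half-maximal effect; % is set by controls: 0 for no effect and ±100 for the full control effect; nearly all actives have a fitted effect of over 60% in size; hits raise eYFP signal because A3G escapes Vif-driven loss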
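Read-out is eYFP fluorescence (Ex 488/Em 500-530) from Vif-expressing HeLa A3G-eYFP cells; more signal means A3G escaped Vif-mediated degradation. Cells plated overnight, compound pinned in, incubated overnight at 37 deg C.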
D2 potentiator = positively modulates the human D2 dopamine receptor allosterically | P14416 | HEK293 T-REx D2, calcium flux, EC20 dopamine potentiation | potentiation, % at 10 µM | actives 0.34% (n = 340,000) | AID 485347;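 active = potentiation over 3 SD above the plate norm, cut at about 30% in these data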; note: 0% is about no effect
Target sequence (P14416 whole entry, looked up): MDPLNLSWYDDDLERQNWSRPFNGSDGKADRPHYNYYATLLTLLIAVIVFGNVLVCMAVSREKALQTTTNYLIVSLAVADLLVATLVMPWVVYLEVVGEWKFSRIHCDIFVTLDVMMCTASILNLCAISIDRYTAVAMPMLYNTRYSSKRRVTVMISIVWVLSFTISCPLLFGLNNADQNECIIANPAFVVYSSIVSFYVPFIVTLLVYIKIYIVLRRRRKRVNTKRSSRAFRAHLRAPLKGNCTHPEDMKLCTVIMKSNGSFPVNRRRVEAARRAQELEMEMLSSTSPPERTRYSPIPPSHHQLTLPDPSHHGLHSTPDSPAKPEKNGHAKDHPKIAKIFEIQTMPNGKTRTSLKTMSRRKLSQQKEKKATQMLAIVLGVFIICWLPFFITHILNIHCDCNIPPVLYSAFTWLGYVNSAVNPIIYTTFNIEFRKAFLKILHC
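Using a no-wash calcium dye in inducible, force-coupled HEK293 Trex cells expressing D2, we tracked fluorescence each second for 180 s after compound, then for 180 s after EC20 dopamine to detect augmented signalling.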
D1 ag = agonists of human D1 dopamine receptor | P21728 | HEK293 T-REx D1 cells, calcium flux, agonist mode | activation, % at 2 µM | actives 1% (n = 360,000); in the data active = activation above about 30%; note: 0% is about no effect
Target sequence (P21728 whole entry, looked up): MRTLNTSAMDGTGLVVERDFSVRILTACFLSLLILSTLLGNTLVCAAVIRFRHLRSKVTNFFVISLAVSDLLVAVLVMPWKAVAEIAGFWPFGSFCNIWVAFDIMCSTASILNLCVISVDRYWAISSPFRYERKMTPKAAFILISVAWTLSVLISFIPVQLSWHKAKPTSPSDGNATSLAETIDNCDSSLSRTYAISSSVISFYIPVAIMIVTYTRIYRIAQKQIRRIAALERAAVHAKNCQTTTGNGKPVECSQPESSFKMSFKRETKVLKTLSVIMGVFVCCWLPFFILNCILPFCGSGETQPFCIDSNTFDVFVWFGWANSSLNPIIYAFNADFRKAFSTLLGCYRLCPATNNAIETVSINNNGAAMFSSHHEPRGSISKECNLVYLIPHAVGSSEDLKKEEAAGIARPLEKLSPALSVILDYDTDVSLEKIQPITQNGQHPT
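Agonism was scored from calcium flux recorded over 180 s (1 read/s) after pintool compound addition, following a 10-cycle baseline. Cells were inducible force-coupled HEK293 TREx D1, plated overnight at 30 C and loaded with no-wash calcium dye.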
D1 antagonist = human D1 dopamine receptor antagonism | HEK293 TREx D1 cells, calcium flux, dopamine EC80; active compounds read low | P21728 | actives 3.2% (n = 360,000) | AID 504652 | activity change, negative = inhibition, % at 10 µM; in the data active = activity change below about -30%; note: % is set by controls: 0 for no effect and ±100 for the full control effect
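Using tetracycline-induced force-coupled D1 Hek293 cells and a calcium dye, signals were followed for 180 s after compound, then for 180 s after EC80 dopamine, to detect inhibitors.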
GRP78 ERSR act = induces the endoplasmic reticulum stress response in human glioma cells | AID 602332 | actives 0.02% (n = 420,000) | Potency, µM, inactives show at the highest dose activation, usual class: activators | U87-MG GRP78 promoter luciferase reporter, 16 h; note: potency is the fitted concentration of half-maximal effect; series mostly up to about 76 µM; % of control where 0% means no effect; nearly all actives have a fitted effect of over 35% in size
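ERSR induction read as luciferase luminescence (Bright-Glo, 10 min at room temperature) in stably transfected human U87-MG glioma cells exposed to compounds for 16 h, using GRP78 as sensor.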
RXFP1 ag = agonists of human relaxin receptor RXFP1; Q9HBX9; HEK293T-RXFP1 cAMP TR-FRET, 30 min; response scale: percent of porcine relaxin response, buffer zero; Potency, µM (titrated, usually from 57.5 µM), inactives show top-dose activation, usual class: activators; actives 0.3% (n = 370,000); note: potency is the fitted concentration of half-maximal effect; % is set by controls: 0 for no effect and ±100 for the full control effect; nearly all actives have a fitted effect of over 60% in size; many of its hits are not listed in these tables
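Agonist response is measured as cAMP accumulation in an RXFP1-transfected HEK293T line under PDE4 inhibition. Values are scaled between buffer-only and 29 nM porcine relaxin, and EC50s come from standard Hill equation fits.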
D1 PAM = potentiators of human D1 dopamine receptor; P21728; AID 504651; HEK293 TREx D1 cells, calcium flux, dopamine EC20 potentiation; potentiation, % at 10 µM; actives 0.036% (n = 360,000); in the data active = potentiation above about 30%; note: 0% is about no effect
An asterisk follows results filed as active; u = inconclusive; x = not tested or not shown; & = joins results of further samples. Unless noted, calls come from the whole dose curve; as a rule, active = well fitted curve in the direction sought with a large enough effect; inconclusive = small, poorly fitted or top-dose-only effect, or another doubt; inactive = no such curve, though single readings can be large; an effect the other way counts as inactive or inconclusive. These rows are one share of the data. The share of hits here may be higher or lower than overall.

SMILES	Vif-APOBEC3F blk	RXFP1 antagonist	Vif-A3G inh	D2 potentiator	D1 ag	D1 antagonist	GRP78 ERSR act	RXFP1 ag	D1 PAM
O=[N+]([O-])c1cc(S(=O)(=O)N2CCCCC2)ccc1NCCCN1CCOCC1	-1%	-15	-2%	0	1	-2	-5%	3.1%	-2
Cc1ccc(-c2csc(NC(=O)CN3CC(C)OC(C)C3)n2)cc1 (configuration not stated)	-10%	8	u	10	0	-15	-3%	0.1%	-3
CC(=O)c1c(C)[nH]c(C(=O)COC(=O)C2CC2)c1C	3%	-9	-3%	-1	1	-14	-1%	0.9%	6
Cc1ccccc1C(=O)Nc1ccccc1NC(=O)c1ccccc1Br	4%	-6	0%	-1	2	4	-3%	0.3%	-4
CCC(C)NC(=O)CS(=O)Cc1nc(-c2ccccc2C)oc1C (configuration not stated)	-2%	-5	-1%	6	-1	4	-2%	0.2%	-1
CCN1CCN(CC(O)COc2ccc(C)c(C)c2)CC1 (configuration not stated)	8%&-2%	1&2	3%&0%	-6	3	-5	-2%&1%	0.0%	-7
COc1ccc(OC)c2sc(N3CCN(C(=O)c4ccc5ncsc5c4)CC3)nc12	0%	17	-1%	10	2	13	1%	1.2%	-5
N#CCCN1CCN(S(=O)(=O)c2ccc(S(=O)(=O)NC3CCCCC3)cc2)CC1	-1%	x	2%	-1	1	-10	0%	0.2%	-1
COc1ccc(C(=O)NCc2nnc(SCC(=O)Nc3ccccc3)n2-c2ccccc2)cc1	0%	-11	4%	-6	0	1	-2%	-1.4%	-1
COc1ccc(OC)c(/C=C(\C)C(=O)c2c(C)cc(C)[nH]c2=O)c1	0%	7	0%	x	x	x	-4%	x	x
O=C1OCCC1Sc1nc2ccccc2[nH]1 (configuration not stated)	2%	0	1%	3	-1	1	-5%	1.1%	-5
O=C1CC[C@@H](CN(Cc2ccccn2)Cc2nc(-c3ccc(C(F)(F)F)cc3)no2)N1	0%	-5	3%	9	1	-6	1%	-0.4%	-4
COC(=O)c1cc(Br)c(=O)n(-c2ccccc2OC)c1	x	19	0%	0	1	4	1%	9.9%	-1
O=C(O)COc1ccc2c3c(c(=O)oc2c1)CCCC3	10%	16	0%	17	1	-6	1%	8.9%	2
C=CCn1c(SCc2c(C)noc2C)nc2ccccc2c1=O	-12%	29	u	8	3	10	-5%	3.7%	-4
Cc1ccc(CSC2=Nc3ccccc3C3=NC(CC(=O)NCc4cccs4)C(=O)N23)c(C)c1 (configuration not stated)	-13%	-11	-1%	2	1	10	-3%	3.1%	0
Cc1c(OCc2nn[nH]n2)ccc2c3c(c(=O)oc12)CCC(C)C3 (configuration not stated)	-6%	10	2%	9	1	-1	-3%	2.9%	-7
Cn1nc(C(=O)Nc2cc(Cl)ccc2N2CCCC2)c2ccccc2c1=O	-15%	8	2%	-8	5	12	-3%	6.5%	-4
Cc1ccc(-n2c(=O)[nH]c3cc(C(=O)NCc4ccccc4)ccc3c2=O)cc1	-6%	2	0%	10	8	-77*	-3%	7.2%	-1
COc1cc2c(cc1OC)C(c1cc(Br)c(OC)c(OC)c1)CC(=O)N2 (configuration not stated)	-2%	8	-10%	5	1	-1	-2%	2.3%	-4

In a second layout: 5 of the compounds above
| SMILES | Vif-APOBEC3F blk | RXFP1 antagonist | Vif-A3G inh | D2 potentiator | D1 ag | D1 antagonist | GRP78 ERSR act | RXFP1 ag | D1 PAM |
| --- | --- | --- | --- | --- | --- | --- | --- | --- | --- |
| O=C1CC[C@@H](CN(Cc2ccccn2)Cc2nc(-c3ccc(C(F)(F)F)cc3)no2)N1 | 0% | -5 | 3% | 9 | 1 | -6 | 1% | -0.4% | -4 |
| COc1ccc(OC)c2sc(N3CCN(C(=O)c4ccc5ncsc5c4)CC3)nc12 | 0% | 17 | -1% | 10 | 2 | 13 | 1% | 1.2% | -5 |
| O=C(O)COc1ccc2c3c(c(=O)oc2c1)CCCC3 | 10% | 16 | 0% | 17 | 1 | -6 | 1% | 8.9% | 2 |
| Cc1ccc(CSC2=Nc3ccccc3C3=NC(CC(=O)NCc4cccs4)C(=O)N23)c(C)c1 (configuration not stated) | -13% | -11 | -1% | 2 | 1 | 10 | -3% | 3.1% | 0 |
| COc1cc2c(cc1OC)C(c1cc(Br)c(OC)c(OC)c1)CC(=O)N2 (configuration not stated) | -2% | 8 | -10% | 5 | 1 | -1 | -2% | 2.3% | -4 |

(listing goes on)
SMILES	Vif-APOBEC3F blk	RXFP1 antagonist	Vif-A3G inh	D2 potentiator	D1 ag	D1 antagonist	GRP78 ERSR act	RXFP1 ag	D1 PAM
O=C(NC1CCCC1)C(c1ccccc1F)N(C(=O)c1csnn1)C1CC1 (configuration not stated)	2%	-2	-1%	5	3	-14	-3%	-4.8%	-4
CC(NC(=O)c1cccc2ccccc12)c1ccc2c(c1)CCCC2 (configuration not stated)	-18%	-2	u	-3	6	-6	-4%	-0.2%	-1
CCCCN(C)CCn1c(=S)[nH]c2ccc(N3CCOCC3)cc2c1=O	-3%	-15	-9%	-17	1	-1	-6%	3.2%	-6
CNC(=O)CC(C(=O)O)c1ccc(OC(C)C)cc1 (configuration not stated)	-3%	13	1%	-3	1	-2	-4%	-1.3%	9
Cn1nccc1C(=O)N1CCN(c2cccc(Cl)c2)CC1	0%	-4	2%	-2	5	11	-6%	-1.7%	-4
CCC1Oc2ccc(C)cc2N(CC(=O)NCCCN2CCOCC2)C1=O (configuration not stated)	3%	-2	0%	-9	0	0	1%	3.3%	-5
Cc1cn2c(=O)cc(COc3ccc(Cl)cc3)nc2s1	1%	x	3%	10	2	-28	0%	12%	0
COc1ccc(CNn2c(C)nc3ccccc3c2=O)cc1	-4%	8	u	x	x	x	2%	-0.3%	x
COc1cccc(CN(C)C(=O)Nc2cccc(C(F)(F)F)c2)c1OC	-1%	-16	-1%	-4	6	-22	2%	1.4%	-7
Cc1ccccc1CNC(=O)CC1C(=O)NCCN1Cc1c(F)cccc1Cl (configuration not stated)	-7%	u	1%	8	2	-16	-3%	-2.4%	1
CCOC(=O)C1=C(CSc2nccn2C)NC(=O)NC1c1cc(C)ccc1C (configuration not stated)	-1%	11	1%	17	0	-20	-5%	0.9%	-13
O=C(/C=C/c1ccc([N+](=O)[O-])cc1)N1CCN(S(=O)(=O)c2cccs2)CC1	-18%	5	-3%	5	2	3	-3%	-0.8%	-3
C#CCNC(=O)C1=C[C@@H](c2ccccc2)C[C@@H](OCc2ccc(CO)cc2)O1	3%	x	-4%	-2	-2	-26	-1%	1.0%	2
COc1cc(CN2CCN(Cc3c[nH]c4ccccc34)CC2CCO)cc(OC)c1 (configuration not stated)	5%	0	0%	-18	17	8	-3%	3.3%	1
CCCc1c(O)nc(SCc2ccccc2)[nH]c1=O	-4%	12	-3%	-4	4	32	2%	-1.2%	0
COC(=O)c1sccc1N/N=C/c1ccc(OC)c(OC)c1OC	-1%	-17	-1%	6	0	6	2%	-0.1%	-7
CCN(CC)c1ccc(NS(=O)(=O)c2cc(-c3onc(C)c3C)ccc2OC)c(C)c1	-8%	-15	-8%	1	2	17	-3%	-1.0%	-1
O=C(O)c1cccc(-n2c(-c3cnccn3)n[nH]c2=S)c1	-4%	-20	2%	-15	2	-6	-6%	-0.8%	0
C=C(C)CNC(=S)N/N=C/c1c(F)cccc1F	u	11	-10%	1	0	-1	-2%	-1.5%	7
O=C(CC(SCCO)c1ccc([N+](=O)[O-])cc1)c1ccco1 (configuration not stated)	2%	10	-23%	-2	-1	-9	1%	0.0%	-2
O=C(NC1CCCC1)C1CCN(C(=O)c2cc(Cl)ccc2Cl)CC1	-3%	-3	-2%	6	2	-3	0%	1.8%	x
CC(=O)Nc1ccc(-c2nnc(SCc3c(C)cc(C)cc3C)n2C)cc1	0%	14	-7%	5	-1	1	2%	0.5%	-2
COc1ccccc1CNC(=O)[C@H](C)N1C(=O)N2CCc3c([nH]c4ccccc34)[C@@]2(C)C1=O	-3%	x	1%	-2	1	2	-4%	-0.4%	-1
Cc1ccccc1Cn1c2ccccc2c2cnn(CC(=O)NCCc3ccc(Cl)cc3)c(=O)c21	4%	-6	2%	-2	0	-2	-2%	u	-4
CCCN1CCC(=O)N([C@H](CSc2ccc(OC)cc2)c2ccccc2)CC1	6%	x	1%	-5	3	8	1%	1.9%	-4
O=C(CCc1ccccc1)Nc1ccc2c(c1)OCO2	-5%	15	0%	-22	4	3	-2%	4.2%	5
O=C(NC(=S)Nc1ccccn1)c1ccc([N+](=O)[O-])cc1	5%	-2	0%	x	3	-4	0%	0.5%	-6
O=C1CCC(=O)N1OCCCOc1ccc2c(c1)CCC2	-12%	-4	-1%	1	3	-8	-3%	1.3%	-2
COc1ccc(-c2nn(-c3ccccc3)cc2/C=C/C(=O)N2CCN(c3ccccn3)CC2)cc1	6%	-5	2%	0	9	7	-5%	4.0%	-4
CNC(=O)c1ccc(Nc2nc(-c3ccccc3)nc3ccccc23)cc1	12%	-5	-7%	-2	3	5	-4%	-2.1%	-2
Nc1nnc(SCC(=O)c2ccccc2)s1	5%	0	2%	-6	1	1	7%	0.4%	4
CCn1cc(C(=O)NCCc2ccc(OC)c(OC)c2)c(=O)c2cc(S(=O)(=O)N3CCCCCC3)ccc21	-8%	x	1%	-1	2	3	-1%	4.3%	-2
N#Cc1cc2c(nc1SCc1cccnc1)CCC2	3%	-1	0%	12	0	-1	-4%	2.3%	4
CCN(CC)S(=O)(=O)c1ccc(N2CCOCC2)c(NC(=O)C23CC4CC(CC(Cl)(C4)C2)C3)c1	-8%	-9	-7%	16	3	10	-2%	-1.2%	10
COC(=O)C1(C)NC(c2ccco2)C2C(=O)N(c3ccc(F)cc3)C(=O)C21 (configuration not stated)	-5%	4	1%	1	1	-10	-3%	2.0%	-4
CCn1c(-c2cc(-c3cccc(OC)c3)nc3ccccc23)n[nH]c1=S	-10%	1	0%	-8	3	x	-4%	-0.7%	-2
COc1ccc(CNCCCSc2ncccn2)c(OC)c1	13%	4	3%	-4	5	-5	-4%	2.6%	-4
CCOc1ccc(N(CC(=O)NC2CCCCC2C)S(=O)(=O)c2c(C)noc2C)cc1 (configuration not stated)	-19%	-4	-2%	-5	0	1	2%	1.1%	0
Cc1cc(NCc2ccccc2Cl)n2cnnc2n1	-3%	1	2%	2	10	-4	-3%	4.2%	-2
O=C(Cc1ccc2c(c1)OCCO2)Nc1ccc(Cl)c(S(=O)(=O)N2CCOCC2)c1	9%	-4	1%	-1	10	-5	-3%	-1.6%	8
